# ARFGAP1 inh: inhibitors of rat ARFGAP1 GAP activity, primary screen, biochemical, fluorescence polarization, GDP tracer. Arfgap1-stimulated ARF1 GTP hydrolysis, GDP FP detection. hit rate 0.26% among 360,000. AID 651572, 2012. inhibition, % at 16.5 µM. ADP-ribosylation factor GTPase-activating protein 1 (Rattus norvegicus), Q62848;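 active means inhibition above a per-plate limit, mean inhibition of low control wells plus 3 SD, cut at about 25% in these data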;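 further: 0% = DMSO wells with enzyme and 100% = wells lacking Arfgap1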
# Target sequence (Q62848 1-136 limits assumed): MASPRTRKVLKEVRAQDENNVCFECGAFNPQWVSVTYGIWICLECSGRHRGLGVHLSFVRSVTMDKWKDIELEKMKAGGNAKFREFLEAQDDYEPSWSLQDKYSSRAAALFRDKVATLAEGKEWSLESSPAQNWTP
#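 Material: rat Arfgap1 GAP domain (His6, aa 1-136), purified enzyme. Also added: human ARF1(Δ1-17)-GTP substrate. Compound dosing: 16.5 µM single point, 1.26% DMSO. Timing: enzyme reaction 120 min at 25 °C after 20 min preincubation. Signal: GDP detection by fluorescence polarization. Read-out basis: percent inhibition of GAP-stimulated GDP formation, scaled between DMSO and no-Arfgap1 medians.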
# SIAE inh: human SIAE inhibitors, primary screen, biochemical, fluorescence polarization, FP-Rh probe, 1536-well HTS | SIAE FP-Rh probe binding | AID 1053197, 2014 | hit rate 0.69% among 370,000 | Sialate O-acetylesterase (Homo sapiens), Q9HAT2 | inhibition, % at 9.66 µM;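 active means inhibition above a cutoff: mean of compounds within the control limits plus 3 SD of those, cut at about 17% in these data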;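 further: 0% = plate median of compound wells and 100% = probe without SIAE protein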
# DDE Tn7 FP inh: inhibitors of Tn7 peptide binding to fibrin DD(E), primary screen, biochemical, fluorescence polarization, human fibrin, Tn7 probe | Fibrinogen beta chain (Homo sapiens), P02675 | FP displacement of FITC-Tn7 peptide from fibrin DD(E); 0% = median of compound wells per plate | inhibition, % at 8.3 µM | hit rate 0.13% among 370,000 | AID 720508, 2013;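 active means inhibition above the mean of compounds falling within the control limits plus 3 SD of them, cut at about 14% in these data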;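 further: 0% = plate median of compound wells and 100% = 10 µM Aha-Tn7 peptide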
#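 Assay system: human fibrin DD(E). Input: DD(E) 2 µM final. Medium: Tris buffer with calcium and detergent, pH 7.8. Compound dosing: single point at 8.3 µM. Timing: 10 min plus 3 h, room temperature. Technique: fluorescence polarization of the labelled Tn7 tracer. Read-out: percent inhibition. Replicates: singlicate testing.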
# ADAM17 inh: ADAM17 inhibitors, primary screen, biochemical, QFRET; Disintegrin and metalloproteinase domain-containing protein 17 (Homo sapiens), P78536; recombinant ADAM17, EDANS/DABCYL FRET peptide cleavage; inhibition, % at 6.95 µM; hit rate 0.83% among 370,000; AID 720648, 2013;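 active means inhibition above the mean of compounds lying between control limits plus 3 SD, set per campaign, cut at about 8.5% in these data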;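 further: 0% = DMSO-only wells as the low control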
# ASAP1 inh: inhibitors of human ASAP1 ArfGAP activity, primary screen, biochemical, fluorescence polarization | inhibition, % at 16.5 µM | Arf-GAP with SH3 domain, ANK repeat and PH domain-containing protein 1 (Homo sapiens), … | hit rate 0.19% among 360,000 | AID 624377, 2012 | ASAP1-stimulated ARF1 GTP hydrolysis, GDP FP detection; in the data active means inhibition above about 25%;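 further: 0% = vehicle with enzyme and substrate and 100% = no enzyme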
# PLCg1 inh: PLC-gamma1 enzyme inhibitors, primary screen, biochemical, fluorescence, purified enzyme. 1-phosphatidylinositol 4,5-bisphosphate phosphodiesterase gamma-1 (Homo sapiens), P19174. fluorogenic substrate. inhibition, % at 12.2 µM. hit rate 0.84% among 370,000. AID 720700, 2013; in the data active means inhibition above about 9.5%
# ADAM10 inh: human ADAM10 inhibitors, primary screen, biochemical, QFRET, HTS. Disintegrin and metalloproteinase domain-containing protein 10 (Homo sapiens), O14672. recombinant ADAM10, EDANS/DABCYL FRET peptide cleavage, 3 h. inhibition, % at 7 µM. hit rate 0.62% among 370,000;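 active means inhibition above a per-campaign cutoff equal to the mean of compounds falling between control-based bounds plus 3 SD, cut at about 20% in these data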;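 further: 0% = DMSO wells while the 100% control is not disclosed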
# Target sequence (O14672 214-748 limits assumed): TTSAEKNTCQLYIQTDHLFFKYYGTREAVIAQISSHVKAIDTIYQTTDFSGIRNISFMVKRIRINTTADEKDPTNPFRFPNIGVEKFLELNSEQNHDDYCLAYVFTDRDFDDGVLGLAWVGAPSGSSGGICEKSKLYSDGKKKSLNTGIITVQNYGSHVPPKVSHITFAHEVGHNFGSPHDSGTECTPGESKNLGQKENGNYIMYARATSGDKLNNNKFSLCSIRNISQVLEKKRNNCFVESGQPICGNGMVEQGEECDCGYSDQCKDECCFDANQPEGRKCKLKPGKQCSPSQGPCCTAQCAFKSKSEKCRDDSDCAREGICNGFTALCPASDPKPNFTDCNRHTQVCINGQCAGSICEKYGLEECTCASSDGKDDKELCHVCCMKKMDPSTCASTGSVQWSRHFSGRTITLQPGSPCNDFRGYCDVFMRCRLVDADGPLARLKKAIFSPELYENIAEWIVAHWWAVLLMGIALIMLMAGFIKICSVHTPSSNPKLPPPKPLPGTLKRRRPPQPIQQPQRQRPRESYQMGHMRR
# Tn6 DDE FP: inhibitors of Tn6 peptide binding to fibrin DD(E), primary screen, biochemical, fluorescence polarization, human fibrin, Tn6 probe. Fibrin DD(E) TRITC-Tn6 fluorescence polarization displacement. inhibition, % at 8.3 µM. hit rate 0.21% among 370,000;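 active means inhibition above a per-campaign cutoff: mean of compounds within control limits plus 3 SD, cut at about 15% in these data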;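 further: 0% = median of all compound wells on the plate and 100% = blocking peptide control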
# TDP2 inh: human TDP2 enzyme inhibitors, primary screen, biochemical, epi absorbance, recombinant enzyme; Tyrosyl-DNA phosphodiesterase 2 (Homo sapiens), O95551; hit rate 0.34% among 370,000; AID 720702, 2013; inhibition, % at 12.8 µM; T5PNP hydrolysis, p-nitrophenol absorbance 415 nm;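 active means inhibition above the mean of all tested compounds plus 3 SD, set per campaign, cut at about 25% in these data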;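 further: 0% = DMSO with enzyme and 100% = buffer with substrate but no TDP2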
# Target sequence (O95551 whole entry, looked up): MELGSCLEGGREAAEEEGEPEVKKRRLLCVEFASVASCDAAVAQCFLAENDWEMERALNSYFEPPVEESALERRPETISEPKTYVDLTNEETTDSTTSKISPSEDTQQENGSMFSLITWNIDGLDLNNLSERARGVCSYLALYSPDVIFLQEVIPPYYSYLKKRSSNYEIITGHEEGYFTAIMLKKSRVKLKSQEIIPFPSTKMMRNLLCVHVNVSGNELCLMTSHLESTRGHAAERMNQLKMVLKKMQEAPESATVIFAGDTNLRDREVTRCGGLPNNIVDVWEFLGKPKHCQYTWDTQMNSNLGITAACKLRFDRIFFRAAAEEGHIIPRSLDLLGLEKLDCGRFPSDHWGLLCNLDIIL
#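 Test system: human TDP2 enzyme; Input: 120 nM TDP2 per well; Buffer or medium: Mg2+-containing Tris-HCl buffer, pH 7.5; Reagent: 5 mM T5PNP; Dosing: 12.8 µM single point, 1% DMSO; Incubation: reaction 2 h, 37 °C; Detection: p-Nitrophenol epi absorbance; Read-out: % inhibition relative to enzyme-containing and enzyme-free wells; Replicates: single well per compound.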
# PLCb3 inh: human PLC-beta3 inhibitors, primary screen, biochemical, fluorescence | 1-phosphatidylinositol 4,5-bisphosphate phosphodiesterase beta-3 (Homo sapiens), Q01970 | hit rate 0.18% among 370,000 | AID 720704, 2013 | inhibition, % at 12.2 µM | Purified PLC-beta3, fluorogenic substrate; in the data active means inhibition above about 11%;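 further: 0% = median of compound wells on plate and 100% = full blocker control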
# * marks the source's active call; other numbers are inactive results; · = not tested or not shown. No enrichment for hits; any-hit rate near 3.6%.
# Values in the order – ARFGAP1 inh	SIAE inh	DDE Tn7 FP inh	ADAM17 inh	ASAP1 inh	PLCg1 inh	ADAM10 inh	Tn6 DDE FP	TDP2 inh	PLCb3 inh
- Cc1cc(OCCn2cncn2)ccc1[N+](=O)[O-]
    11.2	6.0	1.5	-1.4	0.7	0.6	8.7	2.8	7.5	-0.2
- CCOc1ccc(-c2[nH]nc3c2C(c2cccnc2)C(C#N)=C(N)O3)cc1 (stereo not drawn)
    0.8	3.3	-3.3	-3.9	-9.3	-6.9	-0.3	-1.7	12.6	-7.9
- CCCc1[nH]n(-c2ccc(F)cc2)c(=O)c1C=NCC1CCCO1 (stereo not drawn)
    0.1	0.8	0.8	1.7	-11.7	3.0	2.9	1.8	-1.6	7.0
- CC(=O)c1cccc(NC(=O)Nc2ccc(C(=O)N3CCOCC3)cc2)c1
    -3.6	1.6	0.8	-3.1	13.1	1.0	-2.8	-2.0	-8.0	0.9
- CCOc1ccc2oc(C(=O)N(C)CCc3ccc(OC)c(OC)c3)c(C)c2c1
    -9.0	0.7	3.5	-2.4	2.2	-9.7	-11.8	2.9	-0.3	-18.6
- CCc1ccc2c(c1)NC(=O)C2(C)Cc1cccc(F)c1 (stereo not drawn)
    3.7	1.3	5.8	-1.3	4.7	0.3	-7.4	-8.0	-1.2	0.5
- COc1cc(NC(=O)CN(C)CCOc2ccccc2)c(C)cc1[N+](=O)[O-]
    6.4	-0.1	0.7	-4.9	-1.1	2.2	-0.3	1.6	1.2	-7.2
- O=c1ccn(Cc2ccccc2)cc1
    16.5	4.0	-4.5	2.1	-5.5	2.6	9.8	3.4	2.8	4.2
- CCCc1cc(=O)n2nc(N3CCC(C(=O)N4CCN(c5ccc(OC)cc5)CC4)CC3)sc2n1
    7.2	1.9	-1.1	0.4	-2.5	3.2	4.7	-0.4	-1.8	-3.6
- COc1ccc(S(=O)(=O)N2C3CCC2CC(NC(=O)NC2CCCCC2)C3)cc1 (stereo not drawn)
    -7.3	1.4	-5.2	-0.9	-9.3	2.4	2.0	-6.1	6.4	2.5
- Cc1ccc(N2C(=O)CC3(CC4C=CC3C4)C2=O)cc1 (stereo not drawn)
    0.2	-7.6	-8.2	-3.8	14.9	7.8	1.0	3.3	1.6	1.2
- COc1ccc(CCN(Cc2cc3cc(C)ccc3[nH]c2=O)C(C)=O)cc1OC
    2.4	-3.4	-0.4	-3.3	7.3	-0.1	-7.6	7.9	7.5	1.5
- CN(C)/C=N/c1ncn(-c2ncc(C(F)(F)F)cc2Cl)n1
    -4.5	4.4	-2.0	-1.8	11.8	0.2	-3.7	-1.3	4.0	0.0
- O=C(COC(=O)CCc1nc2ccccc2c(=O)[nH]1)NCc1ccc(F)cc1
    -1.2	-2.8	-1.3	-6.6	2.9	-5.4	-6.3	7.7	-22.0	-12.9
- COC(=O)C1=C(C)N(C)C(C)=C(C(=O)OC)C1c1ccc(C(=O)OC)cc1
    6.7	3.7	3.7	-1.9	11.4	-3.2	5.1	1.6	6.7	-4.0
- CCN(C[C@H]1N[C@@](CC)(C(=O)OC)[C@H]2C(=O)N(Cc3ccccc3)C(=O)[C@@H]12)C(=O)c1ccccc1
    2.6	6.4	-0.2	-1.2	-4.7	1.2	-10.1	9.1	9.3	-1.2
- N#C/C(=C\c1ccc(Sc2ccccc2)o1)c1nc2ccccc2[nH]1
    9.6	-5.7	-2.4	-3.1	-2.7	-80.5	-6.8	5.0	-5.5	-104.3
- O=C(CNC(=O)c1ccc(C(F)(F)F)cc1)NC1CC1
    3.2	-0.7	-9.7	2.6	3.2	3.7	-1.0	1.7	-3.4	2.1
- O=C(CCSc1ccccc1)Nc1nc2c(s1)COc1ccccc1-2
    7.2	-3.1	3.1	-2.8	-18.1	-11.6	-13.8	-3.8	-5.3	-13.5
- COc1ccc(CCn2c(C)cc(C(=O)CCl)c2C)cc1OC
    -5.3	0.6	5.5	-4.5	22.2	-0.9	-4.2	2.4	3.2	-1.4
- CCc1nc2ccc(C(=O)NCCCn3ccnc3)cn2c1N(C)Cc1ccc(Cl)cc1
    -15.5	0.5	-7.2	-2.8	-3.0	-1.7	-21.6	3.9	-11.1	4.4
- CCOC(=O)Cc1csc(NC(=O)Cc2ccc([N+](=O)[O-])cc2)n1
    7.5	7.2	6.0	-2.0	-7.5	-2.2	0.1	6.3	-7.7	2.2
- COc1cc(C(=O)N/C(=C\c2cn(C)c3ccccc23)C(=O)NCCCO)cc(OC)c1OC
    2.0	6.8	1.5	0.4	18.0	0.6	2.8	-5.6	4.8	-7.8
- Nc1sccc1C(=O)c1ccccc1
    -0.9	5.6	3.0	-2.9	-0.1	-12.0	2.5	15.5*	8.6	-18.3
- O=C(NC1CCCC1)c1cccc(Cl)c1
    -0.3	-8.7	-3.4	-1.8	-13.2	1.8	-7.3	-1.4	-2.7	-5.9
- Cc1cccc(/C=N/NC(=O)c2cccc(Cl)c2)n1
    19.5	-6.6	-9.5	-1.7	2.9	1.7	-10.6	-8.1	-10.2	2.9
- N#Cc1ccccc1NC(=O)COC(=O)c1ccc(S(=O)(=O)N2CCCC2)cc1
    0.2	-30.7	-2.5	-1.5	-3.0	0.5	10.4	-0.7	5.7	1.9
- O=C(CNC(=O)OCc1ccccc1)NC1CCCCNC1=O (stereo not drawn)
    8.7	-0.2	-1.7	-2.2	4.1	0.8	-1.5	6.3	0.8	-0.6
- CCN1CCN(C(=O)C2CCCN(c3ncnc4c3nc3n4CCCCC3)C2)CC1 (stereo not drawn)
    -0.7	-0.4	4.4	0.7	8.9	2.5	-2.8	-0.8	2.9	-4.5
- COc1cccc(N(CC(=O)NCCSCc2ccco2)S(=O)(=O)c2ccccc2)c1
    -3.0	-3.1	4.7	1.5	0.8	-1.4	6.5	2.6	-6.5	-9.4
- Cc1ccc(S(=O)(=O)NCC(=O)N(CC(=O)NCC2CCCO2)Cc2ccccc2Cl)cc1 (stereo not drawn)
    -5.4	-4.0	0.1	-4.6	9.3	1.6	-1.0	3.9	1.4	-6.3
- COc1ccc(C(NC(=O)C2CCN(CCOc3ccc(Cl)cc3Cl)CC2)c2ccccc2C)cn1 (stereo not drawn)
    -0.6	0.5	0.5	0.3	-3.8	2.6	2.0	-7.8	0.5	2.1
- Cc1c(OC(C)C(=O)NCC2CCC(C(=O)O)CC2)ccc2c(-c3ccccc3)cc(=O)oc12 (stereo not drawn)
    6.5	7.0	-3.3	-2.8	10.8	-3.7	-17.8	-2.0	3.4	-4.9
- COc1ccccc1CC(=O)N1CCN(S(=O)(=O)c2ccccc2)CC1
    -0.9	-0.4	4.2	-4.1	-8.3	1.7	-8.8	2.5	5.3	-7.8
- O=[N+]([O-])c1cccc(-c2c(-c3ccccc3)ncc3cc(F)ccc23)c1
    7.5	-4.5	5.0	0.6	5.4	2.4	5.5	-3.5	1.6	0.5
- CCCN1CCC(=O)N(CCO)CC1
    1.8	-2.3	-4.2	2.2	-9.3	1.2	6.0	3.5	-8.7	4.2
- COc1ccc(-c2csc3ncnc(N4CCN(S(=O)(=O)c5cccc(C(F)(F)F)c5)CC4)c23)cc1
    18.8	-1.3	-7.9	1.1	7.5	0.2	4.7	-5.0	24.7*	-1.4
- CC1CCCC(C)N1CCCNC(=O)c1csc2c1CCCCC2 (stereo not drawn)
    -0.8	3.4	7.4	-5.2	0.0	0.5	0.5	2.3	17.2	-8.8
- Cc1ccc(Oc2ccc(NC(=O)CCC(=O)OCC(=O)c3cccs3)cc2)cc1C
    -1.4	1.8	9.0	-1.4	-5.4	-2.9	4.7	3.4	5.7	-2.3
- COc1ccc(OC)c(-c2cc(C(=O)NCc3ccc(Cl)cc3)no2)c1
    5.7	2.6	3.7	-0.7	-18.0	4.0	-2.2	-1.1	-2.9	-7.6
- O=C(NCc1ccccc1)OC1CCC12CCC(c1ccccc1)CC2 (stereo not drawn)
    ·	-4.4	-8.5	0.5	·	0.2	6.6	0.6	-9.8	0.2
- CN1CCN(C2CN(Cc3cn(Cc4ccc(Cl)cc4)nn3)S(=O)(=O)C2)CC1 (stereo not drawn)
    14.3	-1.1	-5.3	-0.7	-3.8	1.1	1.5	2.4	3.1	5.4
- Cc1sc(NC(=O)c2ccccc2F)c(CN2CCCCC2)c1C
    -2.5	3.2	-2.9	1.8	4.5	-2.4	-33.7	3.1	-2.5	-9.0
- CCOc1ccccc1NC(=O)COC(=O)COc1cccc2c1OC(C)(C)C2
    19.5	-7.9	1.6	1.1	3.9	-0.8	-3.4	-4.2	-8.5	-2.1
- O=C(Nc1cccc(S(=O)(=O)Nc2ccc(SC(F)F)cc2)c1)C1CCC1
    17.6	-13.0	1.3	5.2	18.9	-4.5	1.1	1.9	-10.5	-10.1
- O=C(Nc1ccccc1)c1ccc(NCc2cccnc2)c(S(=O)(=O)N2CCOCC2)c1
    13.3	1.1	-2.9	1.2	1.1	2.3	-6.2	-6.0	5.3	6.1
- Fc1ccc(C(c2nnnn2C2CCCC2)N2CCc3ccccc32)cc1 (stereo not drawn)
    11.6	10.0	0.1	-0.5	-0.3	-11.8	-3.9	-8.4	-0.8	5.8
- CN(C)CCN(C(=O)C1=COCCO1)c1nc2ccc(F)cc2s1
    10.3	-3.1	-0.4	-4.3	5.5	0.7	5.0	2.5	14.9	1.4

# Compound activity as filed in PubChem.
